Screening data from PubChem BioAssay.
PNC inhibitor – High Content Assay for Compounds that inhibit the Assembly of the Perinucleolar Compartment; PC3M PTB-GFP, PNC prevalence imaging, 16 h; stronger effect = lower value; activity change (PNC), negative = inhibition, % at 10 µM; actives 3.1% (n = 140,000);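 active means readout at or below -70, meaning at least 70% loss of cells showing the perinucleolar compartment, a nuclear body marking cancer cells; inconclusive means readout between -30 and a set limit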;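 further: plate controls were DMSO wells for no effect and camptothecin positive control wells for full effect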
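Read-out is percentage of cells bearing a perinucleolar compartment, from automated 20x imaging of fixed, Hoechst-stained PC3M PTB-GFP cells. Cells were seeded 4 h, then exposed 16 h to compound (23 nl of library stock) in duplicate plates.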
ALOX12 inhib – qHTS Assay for Inhibitors of 12-hLO (12-human lipoxygenase). Polyunsaturated fatty acid lipoxygenase ALOX12 (Homo sapiens), P18054. purified 12-hLO, xylenol orange hydroperoxide absorbance. Potency, µM (series often up to 57.1 µM), for inactives: at the top dose activity change, negative = inhibition, hits mostly inhibitors. actives 0.12% (n = 150,000). AID 1452, 2008; further: potency means the concentration at half of the fitted maximal effect; nearly all actives have a fitted effect of over 55% in size; many of its hits are not listed in these tables
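Xylenol orange chromogenic assay: hydroperoxide from 12hLO oxidises Fe(II), giving red-shifted Fe(III)-XO absorbance. Conditions: 150 nM enzyme, 40 uM arachidonic acid, 25 mM Hepes pH 7.0, 0.01% Triton X-100, 30 min, room temperature.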
IMPase cell inh – qHTS Assay for Identifying the Cell-Membrane Permeable IMPase Inhibitors; Inositol monophosphatase 1 (Rattus norvegicus), P97697; CHO-M1 cells, IP1 accumulation, HTRF TR-FRET ratio; inhibition (IP1 accumulation), % at 46.1 µM; 120,000 tested, under 10 active; active means well fitted curve in the direction sought with a large enough effect in the signal ratio, not every such curve was filed as active; inconclusive means small, poorly fitted or top-dose-only effect, or a change in a side signal; inactive means no such curve, though single readings can be large or run the other way; the % refers to the signal ratio;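 further: cells stimulated with carbachol in lithium chloride buffer; plate controls were DMSO basal wells for no effect and reference inhibitor wells for full effect; higher means more IMPase inhibition seen as more IP1 and lower FRET ratio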
Target sequence (P97697 whole entry, looked up): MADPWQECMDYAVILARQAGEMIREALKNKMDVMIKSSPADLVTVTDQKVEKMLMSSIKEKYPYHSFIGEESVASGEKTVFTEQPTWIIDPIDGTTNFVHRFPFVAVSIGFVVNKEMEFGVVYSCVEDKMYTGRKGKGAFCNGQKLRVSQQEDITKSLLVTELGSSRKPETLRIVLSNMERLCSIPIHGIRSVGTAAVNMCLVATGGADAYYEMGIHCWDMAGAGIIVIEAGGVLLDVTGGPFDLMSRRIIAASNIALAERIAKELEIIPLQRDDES
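The IP-One HTRF competitive assay in carbachol-stimulated CHO-M1 cells quantifies cellular IP1. Compounds spanned up to 46 uM final, and activity is expressed as AC50 from concentration-response fits of the ratio and donor data.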
15-hLO-2 inh – qHTS Assay for Inhibitors of 15-hLO-2 (15-human lipoxygenase 2); AID 881, 2007; actives 0.56% (n = 110,000); purified 15hLO-2, xylenol orange hydroperoxide absorbance; Potency, µM (series often up to 57.1 µM), without a hit: top-dose activity change, negative = inhibition, most hits filed as inhibitors; further: potency means the concentration at half of the fitted maximal effect; nearly all actives have a fitted effect of over 60% in size; many of its hits are not listed in these tables
Target sequence (O15296 whole entry, looked up): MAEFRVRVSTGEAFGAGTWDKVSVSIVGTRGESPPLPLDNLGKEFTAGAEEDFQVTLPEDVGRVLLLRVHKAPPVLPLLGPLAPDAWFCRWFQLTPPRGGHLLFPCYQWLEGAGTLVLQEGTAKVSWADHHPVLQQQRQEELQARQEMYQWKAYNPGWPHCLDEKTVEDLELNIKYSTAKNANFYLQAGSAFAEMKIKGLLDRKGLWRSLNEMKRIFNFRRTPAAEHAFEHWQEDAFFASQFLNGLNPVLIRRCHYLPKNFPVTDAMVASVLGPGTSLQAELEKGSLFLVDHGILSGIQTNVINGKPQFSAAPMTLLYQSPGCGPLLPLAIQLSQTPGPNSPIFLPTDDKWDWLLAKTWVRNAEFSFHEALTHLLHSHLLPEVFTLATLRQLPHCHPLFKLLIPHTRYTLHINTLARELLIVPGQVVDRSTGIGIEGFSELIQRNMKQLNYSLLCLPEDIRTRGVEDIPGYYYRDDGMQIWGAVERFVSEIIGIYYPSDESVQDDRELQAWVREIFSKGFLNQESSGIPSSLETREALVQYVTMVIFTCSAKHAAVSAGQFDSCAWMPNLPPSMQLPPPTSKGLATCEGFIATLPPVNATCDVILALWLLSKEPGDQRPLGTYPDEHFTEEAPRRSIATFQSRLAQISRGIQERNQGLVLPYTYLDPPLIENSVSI
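Enzyme 50 nM, AA 45 uM, 25 mM Hepes pH 7.5 + 0.01% Triton X-100; cpd preinc 15 min RT, rxn 90 min RT; stop/detect with 200 uM XO + 300 uM Fe(II) in 50 mM H2SO4, 30 min; A573/A405.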
* hit, by the source's call; u = inconclusive; x = no result given; [ ] = another dose, or the depositor's remark. Unless noted, the call rests on the fitted dose curve; in most records, active means well fitted curve in the direction sought with a large enough effect; inconclusive means small, poorly fitted or top-dose-only effect, or another doubt; inactive means no such curve, though single readings can be large; an effect the other way counts as inactive or inconclusive. Unless noted, on the % scale 0 is the no-effect control and ±100 the full control effect.

SMILES | PNC inhibitor | ALOX12 inhib | IMPase cell inh | 15-hLO-2 inh
CCCCS(=O)(=O)NC1=NCN(CCO)CN1 | 16 | 24% | 1 | 0%
O=C(CSc1nnc(Cc2cc(=O)[nH]c(=O)[nH]2)n1-c1ccccc1)N1CCCc2ccccc21 | 51 | -2% | 1 | -3%
O=C(Nc1ccncc1)c1ccc(F)cc1 | -8 | 4% | -4 | 7%
Cc1cccc(NC(=S)N=Nc2c(O)n(C)c3ccc(S(=O)(=O)N4CCOCC4)cc23)c1 | u | -4% | x | x
COc1ccc(OC)c([C@@H]2OCCC=C[C@H]2C)c1 | 83 | 0% | x | x
COc1ccc(C2CC(=O)Oc3cc(C)c(Cl)cc32)cc1 (stereo unspecified) | x | -3%[0.00818 µM] | x | -14%[0.0915 µM]
Cc1ccccc1Cn1nc(C)c(NC(=O)c2cc3n(n2)C(C(F)F)CC(C(F)F)N3)c1C (stereo unspecified) | u | -8% | 9 | -8%
O=C(NCc1cccc(C(F)(F)F)c1)c1cccc(S(=O)(=O)NCc2ccccc2)c1 | 43 | 0% | x | x
COc1ccc(NC(=O)c2ccccc2NC(=O)CSc2ccccc2)cc1 | -11 | -1% | 3 | x
CCOc1ccc(N/N=C(/C#N)C(N)=O)cc1 | 72 | u | 12 | -26%
CC1=C(C)/C(=N\OS(=O)(=O)c2ccc(C)cc2)C=CC1=O | u | 2% | x | x
CNC(=O)CSc1nnc(-c2ccco2)n1-c1ccc(C)cc1 | u | -4% | u | x
CCOC(=O)c1cc2sc(C)cc2n1C(C)C(=O)OCC (stereo unspecified) | 16 | 2% | 10 | 3%
O=S(=O)(NCc1ccccc1)c1cccc(S(=O)(=O)N2CCOCC2)c1 | -7 | -4% | -3 | -4%
CCCCn1cnc2c(SC)ncnc21 | x | 2%[11.4 µM] | x | -2%[11.4 µM]
O=C(NCc1ccco1)c1ccccc1NS(=O)(=O)c1ccc(Cl)s1 | 9 | -1% | 2 | -8%
O=C(CCN1CCN(C(=O)c2ccco2)CC1)Nc1ccc(F)cc1 | -17 | -3% | 4 | -8%
O=C1C(=O)N(Cc2cccnc2)C(c2ccccn2)/C1=C(/O)c1ccc(F)cc1 (stereo unspecified) | 0 | -6% | -2 | -6%
COc1ccc(-n2c(N)c(C(=O)NCc3ccco3)c3nc4ccccc4nc32)cc1 | u | -17% | -8 | u
O=C(CCc1nc(-c2ccccc2F)no1)NCc1ccco1 | 10 | 4% | 6 | 3%
CC(=O)c1c(N2CCOCC2)nc(=S)n(-c2ccc([N+](=O)[O-])cc2)c1C | -113* | -1% | -11 | 4%
Cc1nc(NS(=O)(=O)c2ccccc2)sc1NC(=O)OCCN(C)C | 36 | -5% | 3 | -7%
CC(NC(=O)CCSc1nc(-c2ccc3c(c2)OCO3)cc(C(F)(F)F)n1)c1ccccc1 (stereo unspecified) | 11 | -8% | 4 | 1%
CCCCNC(=O)c1cc2c(=O)n3cccc(C)c3nc2n(CCN2CCOCC2)c1=N | 31 | -5% | 1 | -14%
Cc1cc(C)nc(-n2nc(C)c3c(C)c(C)c(C)nc32)n1 | 25 | 5% | -4 | 12%
O=C(Nc1nc2c(s1)CCCC2)c1ccc(S(=O)(=O)N2CCCc3ccccc32)cc1 | -24 | -3% | x | x
CCOC(=O)N1CCN(C(=O)Cn2nc(-c3ccc(Cl)cc3)ccc2=O)CC1 | u | 5% | 6 | 9%
O=C(NCN1CCN(c2ccccc2F)CC1)c1ccccc1 | -8 | 1% | -6 | -3%
COc1ccc(N2C(=O)CC(N(Cc3ccc(S(N)(=O)=O)cc3)C(C)=O)C2=O)cc1 (stereo unspecified) | -2 | -3% | 0 | 6%
COCCCn1cnnc1SCC(=O)Nc1ccc(S(=O)(=O)N2CCCC2)cc1 | 33 | 2% | 17 | 9%
COc1cc2c(cc1OC)C1=C(C#N)CC/C(=N\S(=O)(=O)c3cccc(Cl)c3)N1CC2 | 8 | 0% | 9 | -10%
COc1ccc2ccccc2c1CNCc1ccccn1 | u | 2% | -10 | 48%[activator]
Cc1nn(CC2CCCCC2)c(N)c1-c1ccccc1 | -11 | 5% | 10 | 12%
CCCOc1cccc(C(=O)Nc2cccnc2)c1 | u | 1% | 9 | 5%
Cc1ccc(Nc2nc(-c3sc(NC(=O)c4ccco4)nc3C)cs2)cc1 | u | -6% | -3 | -1%
CCN1CCN(c2cc(C)c3cc(NC(=O)c4cccnc4Cl)ccc3n2)CC1 | 4 | 13% | -5 | 20%
CN1CCN(C(=O)c2ccccc2-c2nc(-c3ccccc3)no2)CC1 | -15 | 1% | -19 | 28%
Cc1csc(NC(=O)c2c(-c3c(Cl)cccc3Cl)noc2C)n1 | -2 | 4% | 0 | 6%
CC1CCC2C(=O)N(c3ccc(C(=O)Oc4cccc5cccnc45)cc3)C(=O)C2C1 (stereo unspecified) | -17 | -4% | 3 | x
CCOc1ccc(C(=O)O)cc1OC | u | -2% | -2 | -6%

Some of these compounds in order of formula weight, highest first:
SMILES | PNC inhibitor | ALOX12 inhib | IMPase cell inh | 15-hLO-2 inh
O=C(Nc1nc2c(s1)CCCC2)c1ccc(S(=O)(=O)N2CCCc3ccccc32)cc1 | -24 | -3% | x | x
CCCCNC(=O)c1cc2c(=O)n3cccc(C)c3nc2n(CCN2CCOCC2)c1=N | 31 | -5% | 1 | -14%
O=C(NCN1CCN(c2ccccc2F)CC1)c1ccccc1 | -8 | 1% | -6 | -3%
COc1ccc2ccccc2c1CNCc1ccccn1 | u | 2% | -10 | 48%[activator]
Cc1nn(CC2CCCCC2)c(N)c1-c1ccccc1 | -11 | 5% | 10 | 12%
CCCOc1cccc(C(=O)Nc2cccnc2)c1 | u | 1% | 9 | 5%

Next section
SMILES | PNC inhibitor | ALOX12 inhib | IMPase cell inh | 15-hLO-2 inh
CN1CCN(C2=Cc3cc(Cl)ccc3Sc3cc(F)ccc32)CC1 | 43 | -4% | 25 | x
CCN(CC)S(=O)(=O)c1ccc(NC(=O)COC(=O)CCc2cc(OC)c(OC)c(OC)c2)cc1 | 23 | 2% | 6 | x
O=C(/C=C/c1cccs1)N1CCc2ccccc21 | 3 | -3% | x | x
C=CCn1c(=N)n(CC(=O)O)c2ccccc21 | u | -3% | 8 | -1%
CCCCCCn1c(C(C)NC(=O)c2ccco2)nc2ccccc21 (stereo unspecified) | 17 | 0% | 14 | 17%
COC(=O)c1cnn(-c2cc(Oc3cccc(C)c3)ncn2)c1N | 14 | 0% | -2 | 0%
Clc1ccc(CN2CCCCCCC2)cc1 | u | -3% | 6 | x
O=C(CN(Cc1cccs1)C(=O)CNS(=O)(=O)c1ccc(Cl)cc1)NCc1ccco1 | 31 | -1% | -4 | -10%
Cc1ccc(S(=O)(=O)N(C)c2ccc(C(=O)N3CCC(C(N)=O)CC3)cc2)cc1 | 13 | -5% | 12 | 8%
O=C(COC(=O)CCc1c[nH]c2ccccc12)Nc1ccc([N+](=O)[O-])cc1 | 9 | -4% | x | x
O=C1CC(Nc2ccc(N3CCOCC3)cc2)C(=O)N1c1ccccc1F (stereo unspecified) | 35 | u | 0 | x
COc1ccc(OC)c2[nH]c(=O)c(CCNC(=O)C3CCCCC3)cc12 | -25 | 3% | -3 | 6%
O=C(O)c1ccccc1-c1ccccc1C(=O)Nc1cccc2ccccc12 | u | -3% | -3 | -4%
COc1cccc(NC(=O)Cn2cc(C#N)c3ccccc32)c1 | 38 | -4% | -4 | x
COc1ccc2nc(-c3cccc(N)c3)[nH]c2c1 | -19 | 5% | -15 | x
CC1CCCCN1S(=O)(=O)c1ccc(C(=O)Nc2ccccc2-c2nc3ccccc3[nH]2)cc1 (stereo unspecified) | u | -1% | -13 | x
COCCNc1nnc(SCC(=O)Nc2cc(-c3ccccc3)nn2-c2ccccc2)s1 | -7 | -4% | -3 | x
CCCCC(=O)N/N=C/c1ccc(N2CCOCC2)c([N+](=O)[O-])c1 | -4 | -2% | x | x
O=C(NC1CCCC1)C1CC(=O)N(C2CCCCCCC2)C1 (stereo unspecified) | 36 | 7% | 0 | -3%
Oc1ccc(C2Nc3cccc4cccc(c34)N2)c(O)c1 | -21 | u | u | -21%
CCc1ccc2[nH]c(=O)c(CN(Cc3ccccc3)C(=O)Nc3ccccc3OC)cc2c1 | 5 | 9% | 11 | 12%
O=C(CCC(=O)c1cccs1)OCC(=O)N1CCN(S(=O)(=O)c2ccccc2)CC1 | u | 2% | 10 | -2%
Nc1ncnc(Nc2ccc(F)cc2)n1 | -91* | 0% | x | x
N#CCCn1cnc2ccccc21 | u | 1% | 0 | 2%
CCN(CC)C(=O)C1CC(=O)OC12CCCCC2 (stereo unspecified) | -28 | 1% | 0 | x
O=C(CSc1nc2ccc(Cl)cc2[nH]1)NCCc1ccc(Cl)cc1 | -25 | -2% | x | x
CC1(C)CC(c2nc(-c3ccc(Cl)cc3)cs2)CCS1 (stereo unspecified) | -5 | -5% | 6 | -26%
COc1ccc(-n2c(SCC(=O)Nc3ccc4c(c3)OCO4)nc3c(c2=O)SCC3)cc1 | 15 | -3% | -4 | -4%
CC(=O)Oc1ccc2ccccc2c1C(NC(=O)Cc1ccccc1)c1ccccc1Cl (stereo unspecified) | 39 | -3% | 5 | -3%
CC1=C(C(=O)OC(C)C)C(c2cccs2)n2ncnc2N1 (stereo unspecified) | -11 | 0% | 7 | 13%
CCOC(=O)C(NC(=O)c1ccc(Cl)cc1Cl)(Nc1ccc(C)cc1)C(F)(F)F (stereo unspecified) | -28 | 3% | 3 | -1%
S=c1[nH]nc(-c2ccc(Cl)cc2Cl)n1Cc1ccccc1 | u | -22% | x | x
CCOC(=O)c1c(-c2ccc(OC)cc2)csc1NC(=O)CNCc1ccco1 | 7 | -1% | 15 | 30%
c1ccc2c(c1)CCN(c1nc3cc4c(cc3s1)OCCO4)C2 | 3 | -24% | u | -26%
Cn1c(NCc2c[nH]c3ccccc23)nc2ccccc21 | 0 | -2% | -1 | 20%
CC1CCN(S(=O)(=O)c2cccc(-c3nnc(-c4cccnc4)o3)c2)CC1 | -17 | -2% | 6 | -2%
CCOC(=O)c1ccccc1NC(=O)c1ccc(F)cc1 | -9 | -9% | 6 | 3%
COC(=O)NNC(=O)COc1ccc2ccccc2c1Br | -82* | -1% | x | x
Cc1ccc(SCCN2C(=O)NC(C)(C)C2=O)cc1 | -20 | -4% | -4 | 7%
Nc1ccccc1C(=O)N/N=C1\C2CN3CCN(C2)CC1(c1ccccc1)C3 | u | 1% | x | x
CCn1c(SCC(=O)N2CCCC2)nc2c1c(=O)n(C)c(=O)n2C | 36 | -3% | 1 | 7%
COc1ccc(NC(=S)NNC(=O)c2ccccc2OC(F)F)cc1 | u | 1% | 1 | 28%
Cc1cn([C@@H]2C[C@H](N=[N+]=N)[C@H](CO)O2)c(=O)[nH]c1=O | x | -2%[25.6 µM] | 2[20.6 µM] | 6%[25.6 µM]
Cc1nc(-c2ccccc2)nc2[nH]ccc(=O)c12 | 9 | 4% | 3 | -5%
CC(NC(=O)C1CC=CCC1C(=O)O)C1CC2CCC1C2 (stereo unspecified) | u | -12% | 3 | 6%
Cc1ccc(CNC(=O)CCCOc2cc(=O)n(C)c3ccccc23)o1 | 6 | 0% | 10 | -6%
COC(=O)Cc1ccc(N(Cc2ccccc2F)S(=O)(=O)c2ccc(Cl)cc2)cc1 | 9 | -3% | x | x
CCCCC(=O)N/N=C/c1ccc(Sc2cccc3cccnc23)o1 | u | -9% | 4 | -10%

These rows are one share of the data. The share of hits here may be higher or lower than overall.
